VEEV TC-83 Vero: inhibitors of VEEV TC-83 cytopathic effect, confirmation, Vero cells (AID 588727); Vero cells, VEEV TC-83 cytopathic effect inhibition; higher % means a stronger effect; inhibition, % at 20 µM; hits with a dose series show IC50 in µM; 350,000 tested, 0.13% active; in the data active = a potency from the dose series; inconclusive = inhibition mostly from about 14% at the one dose, without a potency; inactive = the rest, 99 in 100 with inhibition below about 12%; also: strong numbers were not always called active
tuberculosis growth: growth inhibition of non-replicating M. tuberculosis (AID 488890). one-dose inhibition, % at 25 µM; IC50 in µM for titrated hits. 320,000 tested, 0.39% active. Mycobacterium tuberculosis non-replicating, growth inhibition; higher % means a stronger effect; in the data active = a potency from the dose series; inconclusive = inhibition mostly from about 82% at the one dose, without a potency; inactive = the rest, 99 in 100 with inhibition below about 76%;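 also: plate controls were DMSO cells for no effect and high antibiotic wells for full effect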
H1N1 NS1A inhibition: H1N1 influenza NS1A inhibitors, functional cell based assay (AID 504329) | NS1A functional cell-based assay, percent inhibition; higher % means a stronger effect | 340,000 tested, 0.3% active | inhibition, % at 12.5 µM, or IC50 in µM where a hit was titrated; in the data active = a potency from the dose series; inconclusive = inhibition above about 27% without an active follow-up result; also: strong numbers were not always called active
M. tuberculosis HTS: M. tuberculosis growth inhibition, HTS (AID 449762) | M. tuberculosis H37Rv growth inhibition, 7H9 media; higher % means a stronger effect | inhibition, % at 25 µM; hits with a dose series show IC50 in µM | 330,000 tested, 0.59% active; in the data active = a potency from the dose series; inconclusive = inhibition above about 70% without an active follow-up result;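 also: bacterial growth assessed after seven days of incubation; strong numbers were not always called active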
PhoP GFP inhibition: PhoP regulon inhibitors, Salmonella typhi PhoP promoter GFP reporter, confirmatory (AID 1850) | Salmonella Typhi PhoP-promoter GFP reporter, fluorescence, 4 h; higher % means a stronger effect | inhibition, % at 50 µM, or IC50 in µM where a hit was titrated | 310,000 tested, 0.33% active; in the data active = a potency from the dose series; inconclusive = inhibition mostly from about 25% at the one dose, without a potency; inactive = the rest, 99 in 100 with inhibition below about 19%;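 also: 0% = induced wells with vehicle and 100% = uninduced wells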
VEEV TC-83 Vero 10K pilot screen: also measured in VEEV TC-83 Vero; calls as there; inhibition, %; measured here: 10K pilot screen inhibition
Active calls of the source: *; i = inactive; ? = inconclusive; · = no result given. Random draw from the library, and some 1.5% of all compounds hit somewhere here.

SMILES	VEEV TC-83 Vero	tuberculosis growth	H1N1 NS1A inhibition	M. tuberculosis HTS	PhoP GFP inhibition	others
CCN(CC)S(=O)(=O)c1ccc2[nH]cc(C(=O)NCCc3ccc(OC)c(OC)c3)c(=O)c2c1	0.9%	3%	0%	1%	-9%
O=C(c1ccc(CS(=O)(=O)c2ccc(Br)cc2)o1)N1CCC2(CC1)OCCO2	3.5%	-4%	-9%	-14%	-2%
Cc1nc2ccc(NC(=O)NC(=O)c3c(Cl)cccc3Cl)cc2o1	1.8%	2%	-1%	-1%	-1%
CC1CCC(C(C)C)C(OC(=O)COC(=O)c2ccccc2N)C1 (centres undefined)	0.9%	?	18%	3%	-3%
Cc1c(Cl)cccc1NC(=S)NCC(C)C	i	75%	7%	6%	-10%
COc1ccc(NS(=O)(=O)c2cccc(NC(=O)c3cnccn3)c2)cc1Br	5.7%	1%	·	-7%	7%
CC(=O)C(C)Oc1ccc(Cc2ncc(C(F)(F)F)cc2Cl)cc1 (centres undefined)	0.2%	4%	9%	10%	-25%
CCN(CC)S(=O)(=O)c1cc(NC(=O)C(C)OC(=O)c2[nH]c(C)c(C(C)=O)c2C)ccc1C (centres undefined)	0.4%	27%	-3%	-5%	-7%
Cc1ccc(SCC(=O)N2c3ccccc3Sc3ccccc32)cc1	4.5%	66%	6%	58%	-3%
N#CNC(=Nc1cccc(Cl)c1)Oc1ccccc1	1.3%	7%	1%	-3%	0%
COC(=O)[C@H](CCSC)NC(=O)N1CCN(c2cccc(C(F)(F)F)c2)CC1	i	63%	3%	14µM*	-9%
CN(C)S(=O)(=O)c1cccc(-c2nnc(-c3ccccc3)o2)c1	i	30%	-1%	0%	3%
O=S(=O)(Cc1cc(-c2ccccc2)no1)c1ccccc1	3.4%	27%	4%	0%	-9%
O=C(O)CSCC(=O)Nc1ccccn1	i	-5%	0%	-11%	10%
Cc1ccc(NC(=O)CN(C)C(=O)/C=C/c2cccc(F)c2)cc1	i	38%	2%	-5%	2%
COc1cccc(-c2noc(Cn3nc(C)c([N+](=O)[O-])c3C)n2)c1	3.8%	5%	-1%	6%	-26%
O=C(CSCc1cccc(CSCC(=O)Nc2ccc3ccccc3c2)n1)Nc1ccc2ccccc2c1	8.3%	41%	-15%	2%	-2%
Cc1ccc2occ(/C=C/C(=O)O)c(=O)c2c1	0.5%	-6%	-3%	-3%	12%
COc1ccc(S(=O)(=O)N2CCCCCC2)cc1N(C)S(=O)(=O)c1ccc(Cl)cc1	0.2%	21%	-7%	-6%	-3%
CCOc1ccc(S(=O)(=O)NCCc2ccccn2)cc1	i	10%	-3%	-9%	·
CN(Cc1ccc(C(C)(C)C)cc1)C(=O)C1CCN(C(=O)Nc2ccccc2)CC1	4.5%	57%	-7%	1%	-8%
Cc1ncoc1C(=O)NCc1ccccc1Cl	0.2%	·	0%	·	1%
O=C(C1=C(O)C(=O)N(Cc2ccco2)C1c1cccc([N+](=O)[O-])c1)c1ccco1 (centres undefined)	1.4%	21%	0%	5%	-5%
Cc1c(Cl)cccc1NC(=O)CSc1nc2c(c(=O)[nH]1)CCCC2	·	5%	·	-3%	11%
COc1ccc(CN(Cc2ccccn2)C(=O)CN2C(=O)C(C)Oc3ccccc32)cc1 (centres undefined)	0.5%	19%	4%	-3%	-15%
C[C@H]1CN=C(Nc2ccccc2)N1CCC1CCCC1	0.1%	19%	-13%	2%	6%
O=[N+]([O-])c1ccc(Cc2ccccn2)c([N+](=O)[O-])c1	0.8%	4%	-18%	-1%	2%
O=C(NCc1ccc(F)cc1Cl)C1CC(=O)N(C2CCCCCCC2)C1 (centres undefined)	i	-11%	-9%	3%	3%
COc1ccc(-c2cc(C3CC3)nc(SCC(=O)c3cccs3)c2C#N)cc1	i	-7%	1%	1%	-3%
Cc1ccc2nc(-c3ccc(NC(=O)Cc4cccs4)cc3)[nH]c2c1	0.8%	2%	2%	-6%	-6%
CN(C)N1C(N)=C(C#N)C(c2cccnc2)C2=C1CCCC2=O (centres undefined)	i	-11%	1%	-7%	-13%
CCn1nnc2c(=O)oc3ccccc3c21	0.2%	?	1%	29%	-3%
O=C(Nc1cccc(-c2cc3ccccc3oc2=O)c1)c1ccc(Br)o1	6.3%	18%	11%	?	-2%
CC(OC(=O)c1nccnc1N)C(=O)Nc1ccc(S(=O)(=O)N2CCCC2)cc1 (centres undefined)	1.4%	19%	9%	3%	-3%
O=C(Cc1ccccc1F)Nc1nc(-c2cccs2)cs1	5.8%	49%	1%	16%	-3%
CSc1cccc(NC(=O)C2C3C=CC4(O3)C2C(=O)N(CCCN2CCOCC2)C4C(=O)NC2CCCCC2)c1 (centres undefined)	1.8%	2%	6%	3%	-8%
Nc1nc(-c2ccc(Br)cc2)cc(C(F)(F)F)n1	1.7%	-6%	3%	2%	1%
Cc1cc(C)cc(N(CCC#N)C(=O)COC(=O)c2ccccc2SCC(=O)N2CCCC2)c1	9.3%	29%	-1%	3%	9%
c1ccc(CN2CCN(c3ncnc4c3[nH]c3ccccc34)CC2)cc1	11%	60%	2%	?	38µM*
O=C1CC2(CCCC2)Oc2ccccc21	i	0%	-4%	-10%	9%
CC(C)c1ccc(OC(=O)c2ccc3c(=O)n4c(nc3c2)CCC4)cc1	7.8%	?	2%	?	3%
Fc1cccc(CN2CCN3CCCC3C2C2CCCCC2)c1 (centres undefined)	0.4%	27%	1%	13%	5%
O=C(CC1SC(N2CCCC2)=NC1=O)Nc1ccc(C(=O)Nc2ccccc2)cc1 (centres undefined)	8.3%	2%	-16%	7%	3%
O=C(O)c1cccc(N/N=C/c2cccnc2)c1	1.1%	·	1%	·	·
CCC(C)(C)NC(=O)CN(C(=O)CCC(=O)Nc1nccs1)c1ccc2c(c1)OCCO2	i	-3%	-4%	1%	-22%
CNS(=O)(=O)c1ccc(C(C)(C)C)cc1	1.1%	-4%	-9%	-5%	5%
CCCCNC(=O)Cn1c(=O)n(C)c2ccccc21	0.3%	·	-5%	-7%	-16%
CCOC(=O)C1=C(C)Nc2sc(C(=O)c3ccc(Br)cc3)c(N)c2C1c1ccc(C(=O)OC)cc1 (centres undefined)	1.9%	42%	-8%	?	-5%
COC(=O)C1CCN(Cc2ccc(OCCCN3CCN(c4ccc([N+](=O)[O-])cc4)CC3)cc2)CC1	i	43%	12%	-4%	3%
O=C(NCc1ccc(Cl)cc1)c1ccc(NC(=O)C2CCCO2)cc1 (centres undefined)	i	42%	7%	0%	-4%
O=C(C1CCCCN1S(=O)(=O)c1ccccc1)N1CCCCC1 (centres undefined)	i	7%	-1%	10%	-3%	VEEV TC-83 Vero 10K pilot screen=0.0
O=C(/C=C/c1cccs1)N1CCC2(CC1)Oc1ccc(F)cc1C(=O)C21CC(c2ccc(Cl)cc2)=NO1 (centres undefined)	i	28%	-4%	-1%	-11%
COCCOC(=O)c1c(NC(=O)CSc2cccc[n+]2[O-])sc(C(N)=O)c1C	i	-13%	-8%	-1%	3%
C[C@H](CO)N1C[C@H](C)[C@@H](CN(C)S(=O)(=O)c2ccccc2)Oc2c(NC(=O)C3CC3)cccc2C1=O	1.6%	·	1%	·	·
CCOC(=O)/C=c1/s/c(=C/c2ccc3cc(OC)ccc3c2)c(=O)n1CC(=O)NCc1ccc2c(c1)OCO2	0.5%	·	1%	·	·
COc1ccc(S(=O)(=O)c2c(O)c3ccc(C(=O)Nc4ccc(F)cc4F)cc3[nH]c2=O)cc1	2.5%	11%	7%	1%	5%
Cc1ccc(C2=C(c3ccc([N+](=O)[O-])cc3)C(=O)OC2)cc1C	0.2%	24%	6%	8%	-11%
CCSc1nnc(Cn2c(=O)sc3ccccc32)n1C	0.2%	2%	-2%	-5%	-7%
CCCNC(=O)c1cnc(Sc2ncc(C(F)(F)F)cc2Cl)n1C	1.9%	15%	-17%	2%	-6%
O=C(CSc1ccc(-c2ccncc2)nn1)N1CCCC1	0.2%	0%	8%	-3%	0%
The list goes on:
SMILES	VEEV TC-83 Vero	tuberculosis growth	H1N1 NS1A inhibition	M. tuberculosis HTS	PhoP GFP inhibition	others
O=C(COc1ccc(Cl)cc1)NCc1cn2cc(Cl)ccc2n1	i	-6%	5%	8%	6%
CC(=O)OCc1cc(=O)n(C)c(=O)n1C	2.5%	-2%	-1%	3%	6%
C/C(=N\NC(=O)COc1cccc(Br)c1)c1ccc2c(c1)OCCO2	1.9%	-3%	-6%	2%	·
COc1c(/C=C2/C(=O)NC(=O)N(C)C2=O)c(CCN(C)C(=O)c2ccccc2)cc2c1OCO2	0.1%	-7%	4%	-8%	14%
COc1ccc2c(c1)C(=O)CC(c1ccccc1F)O2 (centres undefined)	3.1%	21%	-1%	-10%	-8%
COc1ccccc1C(CNC(=O)CNC(=O)c1ccc(C)c(C)c1)N1CCCC1 (centres undefined)	0.8%	18%	9%	-8%	·
CCOc1nc2ccccc2nc1NS(=O)(=O)c1ccc(Cl)cc1	2.7%	23%	-3%	3%	4%
Cc1cc(=O)n2c(C(=O)Nc3ccc(C)c(C)c3)c(C(=O)Nc3ccccc3)sc2n1	7.7%	3%	-3%	9%	5%
Cc1cc2oc(=O)ccc2cc1[N+](=O)[O-]	0.1%	-7%	-2%	-1%	-4%	VEEV TC-83 Vero 10K pilot screen=0.8
CC(C)C(OC(=O)CN1C(=O)c2ccccc2C1=O)C(=O)NC1CCCCC1 (centres undefined)	i	-18%	-17%	4%	-8%
COc1ccc(-c2noc(C)c2-c2ccc3ccccc3n2)c(O)c1	7.3%	19%	-20%	42%	0%
CCN(CC)S(=O)(=O)c1ccc(NC(=O)c2ccc(N3CCCC3=O)cc2)cc1	2.3%	27%	-2%	2%	·
Cc1sc2nc(CN3CCOCC3)nc(Oc3ccc(NC(=O)c4ccco4)cc3)c2c1C	8.4%	20%	5%	-11%	-7%
CC(C)C(=O)NC(c1ccc(N(C)C)cc1)c1c(O)ccc2ccccc12 (centres undefined)	3.9%	-17%	4%	2%	7%
Cc1ccc2c(CC(=O)OCc3csc(C)n3)coc2c1	1.0%	60%	-2%	-7%	-7%
Cc1ccc(CN2CC[C@H]3C=CCc4cccc(c43)C2)cc1	1.8%	31%	17%	?	·
Cc1cc(C)nc(NS(=O)(=O)c2ccc(NC(=O)c3ccccc3[N+](=O)[O-])cc2)n1	0.1%	-3%	-4%	-3%	8%
CCOC(=O)c1ccc(CSc2nnc(N)s2)cc1	3.6%	31%	3%	3%	-12%
Cc1cc(NCCCn2ccnc2)n2nc(-c3ccc(F)cc3)cc2n1	0.5%	21%	-6%	38%	20%
COc1ccc(CC(=O)N[C@@H](C)C(=O)N2CCC3(CC2)NCCc2[nH]cnc23)cc1	4.5%	2%	-2%	1%	6%
COC(=O)c1cn(-c2ccccc2)nc1-c1ccncc1	2.5%	-7%	7%	1%	1%
CC(C)CC1c2[nH]c3ccccc3c2CCN1C(=O)c1cnccn1 (centres undefined)	·	2%	·	-5%	6%
CCOc1ccc(C(=O)COC(=O)c2nn(CC)c(=O)c3ccccc23)cc1	0.4%	-17%	-11%	4%	·
CCCCNC(=S)NNC(=O)c1cc(C2CC2)nc2ccccc12	2.5%	8%	0%	0%	-3%
O=C(c1ccc(Cl)cc1)c1c[nH]cc1-c1ccccc1	1.4%	13%	-7%	5%	0%
O=C(Nc1ccc(S(=O)(=O)N2CCCCC2)cc1)C1CC(=O)N(c2ccccc2)C1 (centres undefined)	5.6%	17%	-4%	5%	-6%
CCOc1cc(/C=N/NC(=O)c2ccccc2-n2cccc2)ccc1O	i	10%	-6%	-8%	·

Quoted at random: 6 compounds from above
SMILES	VEEV TC-83 Vero	tuberculosis growth	H1N1 NS1A inhibition	M. tuberculosis HTS	PhoP GFP inhibition	others
O=C(Nc1ccc(S(=O)(=O)N2CCCCC2)cc1)C1CC(=O)N(c2ccccc2)C1 (centres undefined)	5.6%	17%	-4%	5%	-6%
Cc1ccc(CN2CC[C@H]3C=CCc4cccc(c43)C2)cc1	1.8%	31%	17%	?	·
CCOc1ccc(C(=O)COC(=O)c2nn(CC)c(=O)c3ccccc23)cc1	0.4%	-17%	-11%	4%	·
CCCCNC(=S)NNC(=O)c1cc(C2CC2)nc2ccccc12	2.5%	8%	0%	0%	-3%
COc1ccc(CC(=O)N[C@@H](C)C(=O)N2CCC3(CC2)NCCc2[nH]cnc23)cc1	4.5%	2%	-2%	1%	6%
COC(=O)c1cn(-c2ccccc2)nc1-c1ccncc1	2.5%	-7%	7%	1%	1%
